FLuc act counter: FLuc activators, initial screening, artefact control for FLuc-dependent activation tests, biochemical, ATPlite luminescence | Luciferin 4-monooxygenase (Photinus pyralis), P08659 | ATPlite luciferase biochemical, 10 min; 0 = ATP-free wells, 1 = DMSO control | activation factor at 10 µM | 200,000 tested, under 10 active | AID 1027, 2008;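 active = luciferase activation factor, scaled between plate controls, of at least 2 with compound at 10 µM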
Target sequence (P08659 whole entry, looked up): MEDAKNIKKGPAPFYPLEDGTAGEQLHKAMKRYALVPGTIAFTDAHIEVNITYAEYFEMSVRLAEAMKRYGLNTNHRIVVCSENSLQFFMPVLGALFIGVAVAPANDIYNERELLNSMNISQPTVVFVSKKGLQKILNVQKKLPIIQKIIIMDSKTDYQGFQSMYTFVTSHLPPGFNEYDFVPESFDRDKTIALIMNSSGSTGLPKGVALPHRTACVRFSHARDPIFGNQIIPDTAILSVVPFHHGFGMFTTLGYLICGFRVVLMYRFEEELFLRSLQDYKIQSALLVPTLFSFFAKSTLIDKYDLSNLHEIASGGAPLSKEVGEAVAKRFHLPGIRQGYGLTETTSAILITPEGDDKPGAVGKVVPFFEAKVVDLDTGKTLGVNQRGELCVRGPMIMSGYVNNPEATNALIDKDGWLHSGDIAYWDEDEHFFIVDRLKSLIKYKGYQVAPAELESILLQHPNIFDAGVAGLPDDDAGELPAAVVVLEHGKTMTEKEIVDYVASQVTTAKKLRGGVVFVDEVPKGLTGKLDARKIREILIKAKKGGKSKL
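Material: Luciferase/luciferin reagent mix | Doses: Test compounds dosed from 2 mM stocks in 100% DMSO | Timing: 10 min incubation after luciferase reagent addition, room temperature | Measured by: Luminescence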
Hsp70 act: Hsp70 transcriptional activators, primary screen, cell-based, HeLa, Hsp70 promoter luciferase, luminescence, 10 µM | HeLa Hsp70 promoter luciferase reporter; scaled: vehicle 0, proteasome-inhibitor control 100% | activation, % at 10 µM | 200,000 compounds, 0.04% hits | AID 1203, 2008;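 active = activation above the mean across all tested compounds plus 3 SD, cutoff set per campaign, cut at about 5.5% in these data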;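 also: 100% = MG132 at 30 µM as the positive control and 0% = DMSO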
APP 5'UTR act: activators of APP 5'UTR luciferase reporter, primary screen, SH-SY5Y cells; SH-SY5Y APP 5'UTR luciferase reporter, luminescence; zero percent = DMSO vehicle wells; activation, % at 2 µM; 190,000 compounds, 1% hits; AID 1276, 2008;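 active = activation above a set limit, based on mean plus 3 SD of controls, cut at about 140% in these data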; also: values of inactives mirror those of a sister screen read the other way
FLuc inh counter: firefly luciferase enzyme inhibitors, primary screen, artefact control for luciferase-based inhibitor screens, biochemical, luminescence, ATPLite | 10 min | AID 1006, 2008 | 200,000 compounds, 1.5% hits | inhibition, % at 10 µM;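 active = inhibition above about 50% when tested at 10 µM, limit read from the data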
HMGR II inh: inhibitors of E. faecalis class II HMGR, primary screen, biochemical, Enterococcus faecalis. purified E. faecalis HMGR, NADPH absorbance 340 nm kinetic. inhibition, % at 10 µM. 190,000 compounds, 0.41% hits. AID 1066, 2008;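 active = inhibition above a set limit, the median over all tested compounds plus 3 SD, cut at about 9.5% in these data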;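 also: enzyme runs in reverse so mevalonate oxidation gives rising NADPH absorbance; 0% = complete reaction with DMSO and 100% = background rate lacking mevalonate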
STAT1 act: STAT1 signaling activators, primary screen, cell-based, HTS, luciferase reporter | NIH 3T3 STAT1-luciferase reporter, IFN-gamma, luminescence; 100% = IFN-gamma alone, no compound | activation (% of control), % at 5.5 µM | 200,000 compounds, 2.6% hits;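 active = activation above the screen-wide mean activation plus 3 SD, cut at about 130% in these data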;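 also: raw ratio to IFN-gamma control signal so 100% means no change and 0% no light; values of inactives mirror those of a sister screen read the other way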
APP 5UTR inh: inhibitors of APP translation via 5'UTR reporter, primary screen, APP 5'UTR luciferase, SH-SY5Y cells; SH-SY5Y APP 5'UTR-luciferase reporter, luminescence; inhibition, % at 2 µM; 190,000 compounds, 0.82% hits; AID 1285, 2008;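 active = inhibition above a set limit, derived from the sample mean plus 3 SD, cut at about 45% in these data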; also: values of inactives mirror those of a sister screen read the other way
NF-kB expr up: activators of NF-kB expression in neurons, primary screen, cell-based, HTS; human neuronal cells, NF-kB reporter expression; hits give high values; fold change at 12.5 µM; 190,000 compounds, 1.6% hits; AID 1239, 2008; in the data active = fold change above about 3.3
G6PDH counter: L. mesenteroides G6PDH inhibitors, counter-screen for G6PDH-coupled screening assays, biochemical, Leuconostoc mesenteroides enzyme; glucose-6-phosphate dehydrogenase [Leuconostoc mesenteroides]; Purified L. mesenteroides G6PDH, diaphorase/resazurin coupled fluorescence, 45 min; inhibition, % at 5 µM; 200,000 compounds, 0.12% hits; in the data active = inhibition above about 50%
DTT redox prof: compounds producing H2O2 with reducing agent – biochemical, NIH compound library profiling, artefact control for MLSCN library redox annotation, primary screen; 200,000 compounds, 0.03% hits; activation, % at 10 µM; DTT-dependent redox cycling H2O2, phenol red/HRP absorbance; 100% = 100 µM peroxide control, 0% = buffer;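 active = activation of at least 50% relative to the plate's high and low controls in the primary single-dose screen; inactive = activation below 50%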;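 also: compound incubated with DTT at 0.8 mM final as the reducing agent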
An asterisk follows results filed as active; x = not tested or not shown.

Results follow in this order: FLuc act counter, Hsp70 act, APP 5'UTR act, FLuc inh counter, HMGR II inh, STAT1 act, APP 5UTR inh, NF-kB expr up, G6PDH counter, DTT redox prof
> COCCN1C(=O)CS/C1=C(/C#N)C(=O)NCc1ccco1
  1.1, 0.1, -10, -6, -1, 101, 10, 0.95, -5, -1.2
> Cc1nc(Cl)c(C(=O)NCc2ccccc2)c(C)c1Cl
  1.1, 0.1, -8, -6, 1, 103, 8, 0.99, -1, 0.8
> CC(C)N(Cc1ccccc1)C(=S)Nc1ccc(OC(F)F)cc1
  1, -0.5, 3, -4, -2, 95, -3, 1.1, 0, 0.3
> COc1ccc(CCNC(=O)Cn2c(=O)cnc3ccccc32)cc1
  1.1, 0.0, -1, -6, -3, 92, 1, 0.96, -1, 1.3
> Cc1cc(C)nc(N(C#N)C(C)C(=O)N(C)C)n1 (configuration not stated)
  1.1, -0.3, -8, -7, -4, 102, 8, 1.6, 3, -0.1
> CN1CCN(C(=O)C2CCCCC2C(=O)O)CC1 (configuration not stated)
  1, -0.1, -15, -2, 2, 100, 15, 1.1, 5, 1.2
> CCOc1ccc(N2CC(C(=O)NCc3ccc(F)cc3)CC2=O)cc1 (configuration not stated)
  1.1, -0.3, 3, -5, 0, 98, -3, 0.98, -22, -0.6
> COC(=O)c1ccc(NS(=O)(=O)N(C)C)cc1
  1.1, 0.0, -4, -5, 0, 103, 4, 0.94, 7, -0.7
> Cc1cccc2sc(NC(=O)CN3C(=O)C4CC=CCC4C3=O)nc12 (configuration not stated)
  1, -0.2, 41, -1, 2, 101, -41, 0.97, 6, -1.6
> O=P1(O)C=C(c2ccccc2)OC(c2ccccc2)=C1
  0.9, 0.0, 63, 12, 2, 106, -63, 1.6, 11, 0.9
> CCCC(=O)C1=C(O)C(C(=O)OC)C(C)(C)CC1=Nc1ccc(C)cc1 (configuration not stated)
  1, 0.0, 1, -1, 4, 84, -1, 0.86, 13, -1.5
> Cc1c(NC(=O)c2cnn3c(C(F)(F)F)cc(-c4ccco4)nc23)c(=O)n(-c2ccccc2)n1C
  1, -0.3, -10, -2, -1, 105, 10, 0.46, 13, 1.6
> COc1ccc(-c2ccc(=O)n(Cc3cc(=O)n4ccccc4n3)n2)cc1
  1.1, 0.4, 3, -9, -2, 98, -3, 1.1, -26, -0.2
> CCCCCc1nnc(NC(=O)C2CCCO2)s1 (configuration not stated)
  1, -0.1, 6, -3, 0, 126, -6, 1.8, -3, -0.1
> Clc1ccc(Nc2nc3ccccc3n3nnnc23)cc1
  1, 0.0, 6, 1, -7, 85, -6, 0.97, 5, -0.3
> O=C1CCN(C(=S)NCCc2ccccc2)CC1
  1, -0.5, -2, -4, 5, 108, 2, 1.1, 2, 6.5
> COc1ccc(-n2c(C)cc(/C=N/Nc3nnc(C)n3N)c2C)cc1
  1.1, -0.2, 4, -9, -2, 131*, -4, 0.87, -19, -1.3
> Cc1csc(=Nc2ccccc2)n1C
  0.9, -0.2, 2, 6, -5, 104, -2, 1.6, 7, 0.5
> CC(=O)c1sc(NC(=O)c2ccc(C(C)(C)C)cc2)nc1C
  0.7, -0.3, 73, 30, -5, 130*, -73, 2.8, 4, 0.1
> COc1cccc(CN2CCN(C(=O)c3cccs3)CC2)c1OC
  1, -0.3, -2, -3, -5, 97, 2, 1.1, 7, -1.4

Compounds from the list above that have fluorine (three):
Results follow in this order: FLuc act counter, Hsp70 act, APP 5'UTR act, FLuc inh counter, HMGR II inh, STAT1 act, APP 5UTR inh, NF-kB expr up, G6PDH counter, DTT redox prof
> CC(C)N(Cc1ccccc1)C(=S)Nc1ccc(OC(F)F)cc1
  1, -0.5, 3, -4, -2, 95, -3, 1.1, 0, 0.3
> CCOc1ccc(N2CC(C(=O)NCc3ccc(F)cc3)CC2=O)cc1 (configuration not stated)
  1.1, -0.3, 3, -5, 0, 98, -3, 0.98, -22, -0.6
> Cc1c(NC(=O)c2cnn3c(C(F)(F)F)cc(-c4ccco4)nc23)c(=O)n(-c2ccccc2)n1C
  1, -0.3, -10, -2, -1, 105, 10, 0.46, 13, 1.6

The results go on.
Results follow in this order: FLuc act counter, Hsp70 act, APP 5'UTR act, FLuc inh counter, HMGR II inh, STAT1 act, APP 5UTR inh, NF-kB expr up, G6PDH counter, DTT redox prof
> C=C(C)Cn1c(N2CCN(CC)CC2)nc2c1c(=O)[nH]c(=O)n2C
  1.1, 0.2, 17, -5, 3, 98, -17, 0.98, -5, 0.0
> CCCCCCCCn1c2c(c(=N)c3c1CCC3)CCCC2
  1, -0.2, 9, -3, -8, 72, -9, 1.4, 13, -0.8
> O=C1OC(N2CCN(c3ccccn3)CC2)c2ccccc21 (configuration not stated)
  1.1, -0.5, -11, -5, 3, 96, 11, 1.1, -8, -2.6
> CCc1nc(N2CCCCC2)c2oc3ccccc3c2n1
  1, 0.2, 7, -3, 2, 90, -7, 0.77, -4, 0.8
> CCSc1nnc(NC(=O)c2cc(C)oc2C)s1
  1, 0.4, 13, 4, 3, 119, -13, 3, -7, 0.4
> O=C(COc1ccc(Br)cc1)c1ccc2c(c1)CCCC2
  1, 0.2, 4, -4, 1, 110, -4, 1.3, -4, 1.1
> Cc1ccc(CNC(=O)CCC2CCCN(Cc3cccc4ncccc34)C2)o1 (configuration not stated)
  1, -0.2, 17, -4, -3, 97, -17, 1.1, 3, -0.5
> Cc1cc(C)nc(-n2nc(C)cc2NC(=O)CN2CCCC2)n1
  0.7, 0.1, -2, 34, 9, 81, 2, 0.85, 3, -2.0
> O=C(Cc1c(Cl)cccc1Cl)OCC(=O)N1CCc2ccccc2C1
  1, 0.1, 19, -1, -1, 98, -19, 1.5, -7, 0.3
> Cc1ccc(OCCCn2ccnc2)cc1C
  1, 0.1, -14, 4, -1, 101, 14, 1.3, 4, 0.4
> COc1ccc(S(=O)(=O)Cc2ccc(C(=O)NCc3cccnc3)o2)cc1
  1, -0.3, 3, 0, -5, 99, -4, 1.1, 17, 0.2
> CN(Cc1cnn(C)c1)C(=O)c1sc2cccc(Cl)c2c1Cl
  1, -0.2, 6, -4, -3, 98, -6, 1.3, 3, 0.2
> CCCCc1ccc(NC(=O)C2CCCO2)cc1 (configuration not stated)
  0.8, 0.2, 89, 19, 1, 130*, -89, 2.6, -10, -4.0
> Cc1cc(C(=O)CN2C(=O)NC(Cc3c[nH]c4ccccc34)C2=O)c(C)n1C (configuration not stated)
  1, -0.4, 4, 0, -3, 92, -4, 1.1, 0, -0.1
> O=C(CN1CCN(c2ccccc2)CC1)Nc1cccc(C(F)(F)F)c1
  1.1, -0.4, 2, -8, -2, 100, -2, 1.2, 1, -0.9
> Cc1ccccc1OS(=O)(=O)c1cn(C)c(=O)n(C)c1=O
  1, -0.1, -3, -3, -5, 103, 3, 1.2, 0, 0.1
> CN(C)N(C)C(=O)C(O)(c1ccccc1)c1ccccc1
  1.1, -0.1, 1, -8, -1, 94, -1, 1.2, 4, -0.4
> Cc1ccc(-c2nnn(CC(=O)N(CC(=O)NC3CCCCC3)c3ccc(F)c(Cl)c3)n2)o1
  1.1, -0.2, -3, -8, -7, 101, 3, 1.2, 1, 0.4
> CN(Cc1ccccc1)C(=S)NC(=O)c1ccc(-c2ccccc2)cc1
  1, -0.3, 2, 0, -3, 94, -2, 1.1, 9, 0.1
> Cc1cccc(CC2S/C(=N/N=C/c3ccco3)NC2=O)c1 (configuration not stated)
  1.1, -0.2, 17, -6, -6, 96, -16, 1.2, 2, -0.6

More structures
Results follow in this order: FLuc act counter, Hsp70 act, APP 5'UTR act, FLuc inh counter, HMGR II inh, STAT1 act, APP 5UTR inh, NF-kB expr up, G6PDH counter, DTT redox prof
> CCC1CCCN1Cn1cnc2c([nH]c3ccc(OC)cc32)c1=O (configuration not stated)
  1, -0.4, 19, -4, -6, 101, -19, 1.1, -12, 2.4
> CCCCOC(=O)c1cc(=O)[nH]c2ccc(C)cc12
  1, 0.4, 1, 0, 5, 99, -1, 0.97, 11, 0.2
> O=C(C1=C[C@@H](c2ccc(Br)cc2)C[C@@H](OCCCCO)O1)N1CCN(Cc2ccc3c(c2)OCO3)CC1
  1, 0.2, -6, -2, -5, 95, 6, 0.79, 10, 0.2
> COc1ccc(C(=O)C/C(=C\C(=O)c2ccc(C)cc2)c2ccccc2)cc1
  1, 0.1, -6, -5, 0, 104, 6, 0.74, 12, -3.2
> CCN(CC)C(=O)c1sc(NC(=O)c2ccc(Br)o2)c(C(=O)OC)c1C
  1, -0.1, x, -3, -2, 97, x, 0.51, 3, 0.1
> NC(N)=Nc1nc(C2COc3ccccc3O2)cs1 (configuration not stated)
  0.8, 0.0, 166*, 24, -6, 164*, -166, 5*, -14, 0.1
> COCCN(Cc1ccccc1)C(=O)c1c(C)nn(-c2ccccc2)c1C
  1.1, -0.4, 3, -5, -5, 95, -3, 1.1, 7, -0.9
> Cc1ccc(S(=O)(=O)Nc2c(C)nn(C)c2C)cc1
  1.1, -0.1, 3, -10, -8, 99, -3, 1.1, 0, 0.1
> O=C(CCc1ccccc1)Nc1cc(C(=O)O)cc(C(=O)O)c1
  1.1, -0.2, 12, -9, -1, 105, -12, 1.2, 14, -0.1
> Cn1c(=O)c(C(=O)COc2ccc(C#N)cc2)c(N)n(Cc2ccccc2)c1=O
  1, -0.3, -17, -2, -3, 97, 17, 0.87, 7, -1.4
> COc1cccc(C(=O)NCC(=O)NNc2ncnc(N)c2[N+](=O)[O-])c1
  1.1, -0.1, 0, -5, 2, 101, 0, 1, 4, 0.1
> COc1cccc(C(=O)NCCCN2CCN(CCCNC(=O)c3cccc(OC)c3)CC2)c1
  1.1, -0.3, 0, -9, -8, 98, 0, 1.1, 2, 0.1
> Cc1nc2c(C(=O)N3CCN(c4ccccn4)CC3)cnn2c(C)c1Cc1cccc(Cl)c1
  1, -0.5, -13, -4, -2, 100, 13, 1.1, 3, 0.2
> O=C(O)C1CCN(C(=O)OCc2ccccc2)CC1
  1.1, 0.2, x, -6, 0, 125, x, 1.5, -7, -3.5

Bioassay records from PubChem.

No enrichment for hits. Share with any hit: about 5.3%.
